# Source: PubChem BioAssay
# FEN1 inh – human FEN1 inhibition; Recombinant FEN1 flap cleavage, fluorescence, 15 min; actives 0.35% (n = 390,000); Potency, µM (series often up to 114 µM), without a hit: at the highest dose activity change, negative = inhibition, hits mostly inhibitors; AID 588795; P39748; further: nearly all actives have a fitted effect of over 65% in size
# Target sequence (P39748 whole entry, looked up): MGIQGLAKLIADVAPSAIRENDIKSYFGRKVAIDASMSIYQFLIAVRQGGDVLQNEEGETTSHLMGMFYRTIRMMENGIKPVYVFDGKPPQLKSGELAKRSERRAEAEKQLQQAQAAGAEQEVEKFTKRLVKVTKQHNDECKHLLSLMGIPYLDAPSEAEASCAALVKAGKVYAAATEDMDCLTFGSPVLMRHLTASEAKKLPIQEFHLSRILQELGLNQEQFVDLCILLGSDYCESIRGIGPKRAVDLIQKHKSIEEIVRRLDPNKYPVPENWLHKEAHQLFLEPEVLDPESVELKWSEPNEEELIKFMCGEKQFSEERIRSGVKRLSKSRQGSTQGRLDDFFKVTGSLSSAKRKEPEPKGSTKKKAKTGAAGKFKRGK
#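 FEN1 at 10 nM preincubated with compounds 15 min at room temperature, then flap DNA substrate added at 50 nM final. Signal read at 0 and 15 min; concentration-response fitted with four-parameter Hill equation.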
# TDP1 block – blocks human tyrosyl-DNA phosphodiesterase 1 | actives 0.28% (n = 350,000) | Q9NUW8 | recombinant TDP1, AlphaScreen DNA substrate cleavage | Potency, µM (highest dose often 130 µM), inactives show at the top dose activity change, negative = inhibition, hits mostly inhibitors | AID 485290; further: nearly all actives have a fitted effect of over 40% in size
# Target sequence (Q9NUW8 whole entry, looked up): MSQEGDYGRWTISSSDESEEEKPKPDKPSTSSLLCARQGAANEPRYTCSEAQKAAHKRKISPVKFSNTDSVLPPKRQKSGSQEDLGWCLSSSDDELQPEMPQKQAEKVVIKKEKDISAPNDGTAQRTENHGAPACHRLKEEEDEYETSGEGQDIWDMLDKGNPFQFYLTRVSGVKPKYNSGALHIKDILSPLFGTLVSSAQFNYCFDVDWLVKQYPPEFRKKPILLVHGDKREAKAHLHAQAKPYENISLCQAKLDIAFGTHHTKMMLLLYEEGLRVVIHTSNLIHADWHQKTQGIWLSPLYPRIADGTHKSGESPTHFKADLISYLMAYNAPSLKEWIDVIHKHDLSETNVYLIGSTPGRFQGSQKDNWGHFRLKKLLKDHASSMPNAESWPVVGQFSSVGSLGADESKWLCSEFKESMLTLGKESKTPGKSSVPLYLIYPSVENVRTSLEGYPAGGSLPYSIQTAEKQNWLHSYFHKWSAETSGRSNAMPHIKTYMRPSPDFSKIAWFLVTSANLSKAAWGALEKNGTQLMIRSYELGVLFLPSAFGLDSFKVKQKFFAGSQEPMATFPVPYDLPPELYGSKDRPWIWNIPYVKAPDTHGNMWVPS
#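 Steps: enzyme plus compound, 15 min RT; add biotin/phosphotyrosine-FITC oligonucleotide (15 nM final), react 5 min; add donor/acceptor beads (10 ug/ml final), 10 min; read AlphaScreen. Tdp1 at 1 nM final.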
# N370S GC – inhibits or activates N370S mutant glucocerebrosidase; Potency, µM (highest dose often 59.4 µM), for the others: at the highest dose activity change, negative = inhibition, hits mostly inhibitors; N370S GC spleen homogenate, 4MU-glucoside fluorescence; AID 2101; actives 0.092% (n = 330,000);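 further: 0% = full enzyme activity and -100% = no enzyme basal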
# Starred values were filed as active, the others as inactive; u = inconclusive; x = not tested or not shown; [ ] = remark or other dose. The call rests on the fitted dose curve; in most records, active means well fitted curve in the direction sought with a large enough effect; inconclusive means small, poorly fitted or top-dose-only effect, or another doubt; inactive means no such curve, though single readings can be large; an effect the other way counts as inactive or inconclusive. Unless noted, on the % scale 0 is the no-effect control and ±100 the full control effect; potency means the concentration at half of the fitted maximal effect.
SMILES,FEN1 inh,TDP1 block,N370S GC
COc1ccc(/C=C2\CCn3c2nc2ccccc2c3=O)cc1OC,u,x,0%
CCOC(=O)c1sc(Nc2nc(C)cc(C)n2)nc1C,14%,4%,5%
CCCc1cc(=O)oc2cc(C)cc(OCC(=O)N3CCC(C(=O)O)CC3)c12,29%,x,-1%
Cc1noc(C)c1COc1ccc(C(=O)NNC(=O)c2ccccc2O)cc1,-3%,4%[0.505 µM],-8%
CCOc1ccc2[nH]c(=O)c(CN(CCOC)C(=O)N3CCOCC3)cc2c1,2%,8%,8%
COC(=O)C1=C(C)NC(=O)CC1c1cccc(Cl)c1Cl (stereo not given),19%,0%,1%
Oc1cccc(C(O)CNCc2ccc(OCc3ccc(Cl)cc3Cl)cc2)c1 (stereo not given),-10%,5%,-26%
COC(=O)c1sc(NC(=O)c2cc3nc(-c4ccc(Br)cc4)cc(C(F)(F)F)n3n2)c(C(=O)OC)c1C,0%,5%,x
O=C(CNC(=O)c1cccnc1)N/N=C/c1cc(Br)c(O)c(Br)c1,1%,x,-3%
CCOCCCn1c(=S)[nH]c2cc(C(=O)NCCN(CC)CC)ccc2c1=O,7%,-3%,1%
CC1(C)NC(=O)N(CCCOc2ccccc2Br)C1=O,8%,4%,4%
O=c1c(CO)cc(CO)cc(CO)c1O,10%,x,-3%
CCc1ccc(/C=N/Nc2nn[nH]n2)cc1,-3%,4%,5%
CCOc1c(Cl)cc(/C=N/O)cc1OC,4%,-2%,0%
COc1cc(Br)c(CC(=O)NNC(=O)c2ccc(F)cc2)cc1OC,-2%,0%,x
CCCCc1ccc(NC(=O)c2cc3c(=O)n4ccccc4nc3s2)cc1,6%,2%,x
CN1CCN(c2ncnc3sc(-c4ccccc4)cc23)CC1,-32%,-3%,4%
CCn1c(O)c(N=NC(=O)CNc2cccc(C)c2)c2ccccc21,-1%,5%,-13%
CCOC(=O)c1[nH]c2ccc(OC)cc2c1NC(=S)N1CCN(c2ccccc2)CC1,11%,6%,8%
CCN(c1cccc(C)c1)S(=O)(=O)c1nnc(NC(=O)C2CCCCC2)s1,2%,-12%,x
CN1CCN(C(CNS(=O)(=O)c2ccc(Br)cc2)c2ccc3c(c2)OCO3)CC1 (stereo not given),0%,x,4%
CC(=O)N1CCN(S(=O)(=O)c2ccc(C)cc2)C1c1ccc(N(C)C)cc1 (stereo not given),9%,1%,-17%
CCSc1nnc(NC(=O)/C=C/c2ccc3c(c2)OCO3)s1,x,2%,17%
COc1ccc(C(=O)CSc2nnc(-c3cccs3)n2-c2ccccc2)cc1,-2%,3%,9%
Cc1ccc(-c2nc(C)c(CCNC(=O)C(=O)Nc3ccc(C)c(Cl)c3)s2)cc1,11%,3%,x

# Next results:
SMILES,FEN1 inh,TDP1 block,N370S GC
CCCn1c(N)c(C(=O)COC(=O)CCS(=O)(=O)c2ccc(C)cc2)c(=O)[nH]c1=O,-1%,0%,-20%
Cc1nc2ccc(C(=O)NCc3ccc4c(c3)OCO4)cc2s1,1%,-6%,14%
Cc1ccc(CCNC(=O)c2cc(-c3ccncc3)nc3ccc(S(=O)(=O)N4CCOCC4)cc23)cc1,23%,3%,-3%
COC(=O)c1ccc(OCCOc2ccccc2)cc1,-7%,0%,6%
COc1ccc(C(=O)NCC(=O)N/N=C/c2c(C)[nH]c3ccccc23)cc1OC,1%,6%,4%
O=C(CN1CCCc2ccccc21)NC(=O)NCc1ccccc1,-1%,5%,6%
Cc1nn(CC(=O)N2CCN(c3ccccc3)CC2)c(C)c1[N+](=O)[O-],3%,5%[0.0935 µM],1%
COc1ccc(C)cc1NC(=O)CSc1ccc(-c2sc(C)nc2C)nn1,-17%,0%,2%
COc1ccccc1-n1c(CNC(=O)c2ccco2)n[nH]c1=S,-3%,2%,1%
CC(=O)CSc1nnc(Cc2ccc3c(c2)OCO3)o1,4%,0%,17%
COc1ccc(N(CC(=O)NCc2cccs2)S(=O)(=O)c2c(C)nn(C)c2C)cc1,-16%,5%,1%
CCc1nc2ccccc2nc1N1CCN(S(=O)(=O)c2c(C)cc(Cl)cc2C)CC1,-10%,2%,-2%
Cc1cc(C(F)(F)F)nn1CC(=O)N1CCOCC1,-1%,5%,-1%
Cc1cc(NCCCn2ccnc2)n2nc(C)c(-c3ccc(Cl)cc3)c2n1,-2%,-7%,u
COc1ccc(OC)c2[nH]c(=O)c(CCNC(=O)c3cc4ccccc4o3)cc12,-4%,2%,u
CC1=NC(C)(C)Cc2c(C)cccc21,-1%,6%,-2%
Cc1nn(-c2ccccc2)c(Cl)c1/C=N/NC(=O)c1ccnn1C,5%,-11%,-5%
N#Cc1ccc(C(CC(=O)O)N2Cc3ccccc3C2=O)cc1 (stereo not given),4%,x,-2%
COc1ccccc1C(=O)N1CCN(Cc2cc(=O)oc3cc(C)ccc23)CC1,5%,7%,x
COc1ccc(NC(=O)C2(c3ccccc3)CCCC2)cc1,-4%,-1%,4%
CCc1ccc(N2C(=O)/C(=C/c3cccs3)N(CC(=O)OC)C2=S)cc1,-10%,4%,-3%
Cc1ccc(CNC(=O)CNC(=O)c2c(C)nn(C)c2Cl)cc1,-4%,7%,0%
CC(=O)NN1C(=O)c2ccccc2NC1c1ccco1 (stereo not given),0%,0%,-12%
Cc1ccc2c(c1)c1ncn(Cc3ccc(F)cc3)c(=O)c1n2C,-3%,x,-1%
CC(C)C(=O)Nc1nnc(COc2ccc(Cl)cc2)s1,-2%,x,20%

# Given with values ahead of the structure: entries from further up
FEN1 inh	TDP1 block	N370S GC	SMILES
11%	3%	x	Cc1ccc(-c2nc(C)c(CCNC(=O)C(=O)Nc3ccc(C)c(Cl)c3)s2)cc1
-1%	0%	-20%	CCCn1c(N)c(C(=O)COC(=O)CCS(=O)(=O)c2ccc(C)cc2)c(=O)[nH]c1=O
1%	-6%	14%	Cc1nc2ccc(C(=O)NCc3ccc4c(c3)OCO4)cc2s1
23%	3%	-3%	Cc1ccc(CCNC(=O)c2cc(-c3ccncc3)nc3ccc(S(=O)(=O)N4CCOCC4)cc23)cc1
-7%	0%	6%	COC(=O)c1ccc(OCCOc2ccccc2)cc1

# The list goes on.
SMILES,FEN1 inh,TDP1 block,N370S GC
CCC(=O)Nc1cccc(C2=NOC3(C2)C[C@H](C(N)=O)N(C(=O)Cc2ccc([N+](=O)[O-])cc2)C3)c1 (stereo not given in full),-1%,6%,3%
CCCCc1ccc(NC(=O)C2CCN(S(C)(=O)=O)CC2)cc1,-6%,2%,-8%
O=C(O)CCn1cc(-c2ccc(Cl)cc2)nc1-c1ccncc1,-14%,4%,2%
Cc1c(Cl)cccc1NC(=O)CCN1CCCCC1,-10%,3%,-3%
CC1CCC(NC(=O)CCCn2sc3ccccc3c2=O)CC1 (stereo not given),0%,0%,0%
N#Cc1ccc(C(=O)Nc2ccc3c(c2)N(C2CCCC2)C(=O)c2ccccc2S3)cc1,-1%,6%,x
Oc1ccccc1C1CCCCC1c1ccccc1 (stereo not given),-17%,x,-3%
Fc1ccc(-c2cc(C(F)(F)F)nc(-n3cc(Cl)cn3)n2)cc1,-2%,-2%,1%
CCC(CC)C(=O)c1c[nH]c(C(=O)NC2CCCCCC2)c1,7%,4%,-4%
CC(=O)C1=C(OC(=O)C(C)C)c2ccccc2S(=O)(=O)N1Cc1ccccc1,-1%,5%,x
CN(C)C(=O)COC(=O)[C@H](Cc1ccccc1)NC(=O)c1ccco1,0%,-5%,3%
CCOc1ccc(C(=O)Nc2c3c(nn2-c2cccc(C)c2C)CS(=O)C3)cc1 (stereo not given),-4%,7%,13%
COc1ccccc1OC(=O)c1cc2ccccc2oc1=O,2%,x,5%
CCOC(=O)C1(CCOc2ccccc2)CCN(C(=O)c2cncs2)CC1,-6%,5%,-3%
COc1cc(O)cc2cc3c(c(O)c12)C(=O)CC(C)(O)O3 (stereo not given),u,x,0%
Cn1c(SCC(=O)Nc2ccc3[nH]c(=O)[nH]c3c2)nnc1-c1ccccc1,3%,1%,0%
NC(=O)c1ccc(NC(=O)COC(=O)C(Cc2ccccc2)NC(=O)c2ccccc2)cc1 (stereo not given),2%,0%,-1%
COc1ccc([C@H]2CC(=O)C=C(c3ccc(F)cc3OCc3ccccc3)C2)cc1,-24%,1%,x
Cc1ccc(CSc2nnc(CNc3ccc(F)cc3)o2)cc1,-9%,2%,0%
O=C(CCc1nnc2ccc(N3CCC4(CC3)OCCO4)nn12)NCc1ccc(F)cc1,21%,4%,-7%
Cc1ccccc1C(=O)Nc1c(C(=O)N(CCN(C)C)Cc2ccco2)oc2ccccc12,-11%,4%,-18%
O=C(CC1SC(N2CCCCC2)=NC1=O)Nc1ccc(C(=O)Nc2ccccc2)cc1 (stereo not given),2%,x,-5%
Cc1ccccc1NC(=O)NNC(=O)c1ccc2ccccc2c1,21%,0%,-6%
O=C(NC(Cc1ccccc1)C(=O)N1CCN(c2ccccc2O)CC1)c1ccccc1 (stereo not given),14%,-9%[0.505 µM],-7%
CN1C(=O)c2ccccc2Sc2ccc(NC(=O)NC3CC3)cc21,4%,2%,6%

# Of the compounds above, 5 have bromine.
SMILES,FEN1 inh,TDP1 block,N370S GC
COC(=O)c1sc(NC(=O)c2cc3nc(-c4ccc(Br)cc4)cc(C(F)(F)F)n3n2)c(C(=O)OC)c1C,0%,5%,x
O=C(CNC(=O)c1cccnc1)N/N=C/c1cc(Br)c(O)c(Br)c1,1%,x,-3%
CC1(C)NC(=O)N(CCCOc2ccccc2Br)C1=O,8%,4%,4%
COc1cc(Br)c(CC(=O)NNC(=O)c2ccc(F)cc2)cc1OC,-2%,0%,x
CN1CCN(C(CNS(=O)(=O)c2ccc(Br)cc2)c2ccc3c(c2)OCO3)CC1 (stereo not given),0%,x,4%

# More structures follow.
SMILES,FEN1 inh,TDP1 block,N370S GC
CCc1ccc(-c2[nH]nc3nc(-c4ccc(OC)cc4)cc(C(=O)NCCc4ccc(OC)c(OC)c4)c23)cc1,-12%,4%,x
CCn1c(SCC(=O)Nc2ccc(OC)cc2)nnc1-c1ccco1,1%,0%,-12%
CCN1CCN(S(=O)(=O)c2ccc(OC)c3ccccc23)CC1,-3%,x,-10%
CC(C)CC(COCc1cccc(C(F)(F)F)c1)N1CCN(C(=O)c2cccc(C(F)(F)F)c2)CCC1=O (stereo not given),-24%,-1%,-1%
Cc1csc(NC(=O)CCN2C(=O)c3ccccc3S2(=O)=O)n1,-6%,2%,7%
CCOc1ncccc1C(=O)N1CCN(S(=O)(=O)c2cccs2)CC1,-5%,-15%,x
Cc1ccc(SCc2c(C(=O)N/N=C/C3CC=CCC3)nnn2-c2nonc2N)cc1 (stereo not given),-1%,7%,-19%
CCCCCCSc1cccc(-c2nc3ccccn3c2NCc2ccccc2)c1,u,1%,x
COc1ccc2c(c1)O[C@@H](c1cccc(C(F)(F)F)c1)[C@H](OC(=O)NCc1ccc3c(c1)OCO3)C2=O,x,3%,5%
CC(C)(C)NC(=O)C(c1ccccn1)N(C(=O)C1CSC(=O)C1)c1ccccc1F (stereo not given),-17%,2%,-3%
CC(=O)n1cc(C(C[N+](=O)[O-])SCCN)c2ccccc21 (stereo not given),-14%,11%,-11%
Cc1ccc2occ(CC(=O)Nc3nnc(C(C)C)s3)c2c1,3%,-2%,x
CCCN(C(=O)CCNC(=O)c1ccc(Cl)cc1)c1c(N)n(Cc2ccccc2)c(=O)[nH]c1=O,5%,0%,x
O=C(NCc1cccs1)c1cccnc1C(=O)O,5%,-1%,2%
O=C(CCc1nc(-c2ccccc2Cl)no1)NC1CCCCC1,0%,x,-16%
O=C(Nc1ccc(F)cc1F)c1cccc(S(=O)(=O)N2CCCCC2)c1,-20%,-12%,x
O=C(Cn1nc(C(=O)O)c2ccccc2c1=O)c1c[nH]c2ccccc12,-13%,3%,u
Cc1cnccc1CN(C)C(=O)CC1C(=O)NCCN1CC1CCCCC1 (stereo not given),1%,0%,2%
CCn1cc(C(C)NC(=O)Nc2ccccc2C(=O)OC)c(C)n1 (stereo not given),-3%,2%,-13%
O=[N+]([O-])c1ccc(-n2cnc3ccccc32)c([N+](=O)[O-])c1,1%,5%,-2%
Cc1cc(C(=O)NC2CC(C)(C)Cc3c2cnn3-c2ccccc2C)c(C)o1 (stereo not given),-22%,5%[56.1 µM],-13%
Cc1ccc(NC2=Nc3ccccc3CS2)cc1,-10%,-1%,3%
CCOC(=O)C1CCCN(C(=O)COc2ccc(N(C)S(=O)(=O)c3ccc(C)cc3)cc2)C1 (stereo not given),11%,-3%,0%
Cn1c(=O)[nH]c(=O)c2c1nc1n2CCN1c1ccccc1,0%,-5%,x
CCOC(=O)C1CCN(C(=O)COc2ccc3c(c2)OCO3)CC1,0%,6%,-1%
Cc1cccnc1NCC(O)COc1ccccc1 (stereo not given),-12%,-1%,-15%
COc1ccc(C2/C(=C(\O)c3ccc4c(c3)OCCO4)C(=O)C(=O)N2CCCN(C)C)c(OC)c1 (stereo not given),-1%,-2%,3%
C/[N+]([O-])=C/c1c(OCc2ccccc2)ccc2ccccc12,16%,x,-6%
CCOc1cc(N2CCOCC2)c(OCC)cc1NC(=O)c1ccc2ccccc2n1,-20%,8%,9%
